Compound activity as filed in PubChem BioAssay.
ERG Ets-DNA blk – qHTS for Small Molecule Inhibitors of the ERG Ets/DNA interaction; fluorescence polarization, His-ERG Ets domain / labelled DNA; Potency, µM (highest dose often 76.9 µM), without a hit: at the top dose FP activity, negative = inhibition, usual class: inhibitors; AID 624246, 2012; 370,000 compounds, 0.028% hits; Transcriptional regulator ERG (Homo sapiens), P11308; active = well fitted inhibition curve with a large enough effect in the polarisation, with a control signal flat; inconclusive = small, poorly fitted or top-dose-only effect, or effect the other way, or a change in a side signal; inactive = no such curve, though single readings can be large or run the other way; the % refers to the polarisation;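 note: polarization taken with two DNA probes labelled with fluorescein and Texas red; potency is the fitted concentration of half-maximal effect; % of control where 0% means no effect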
Target sequence (P11308 whole entry, looked up, the tested form may be a part): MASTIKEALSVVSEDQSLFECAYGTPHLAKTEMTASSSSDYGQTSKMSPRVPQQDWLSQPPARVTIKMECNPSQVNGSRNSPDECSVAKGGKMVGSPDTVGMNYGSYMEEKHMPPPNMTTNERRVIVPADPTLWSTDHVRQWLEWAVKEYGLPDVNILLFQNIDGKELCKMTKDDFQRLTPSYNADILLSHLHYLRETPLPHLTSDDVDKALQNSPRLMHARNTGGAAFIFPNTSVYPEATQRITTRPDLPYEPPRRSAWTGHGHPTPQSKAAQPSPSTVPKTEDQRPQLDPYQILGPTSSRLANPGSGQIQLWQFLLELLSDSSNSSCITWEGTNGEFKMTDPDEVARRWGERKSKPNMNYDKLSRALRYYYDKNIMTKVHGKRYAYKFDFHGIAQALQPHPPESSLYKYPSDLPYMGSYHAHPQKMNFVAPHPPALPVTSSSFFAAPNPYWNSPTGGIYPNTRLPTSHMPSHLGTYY
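His-tagged ERG Ets domain (1 uM in the protein solution; 300mM KCl, 50mM Tris-HCl, 1mM EDTA, 1mM DTT, pH 7.5) received compound, then a probe mix of 5 nM fluorescein-DNA and 100nM Texas-615-DNA. Fluorescence polarization was read for both dyes.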
Vif-A3G inh – qHTS for Inhibitors of Vif-A3G Interactions: qHTS; HeLa A3G-eYFP + Vif (tagged APOBEC3G with the HIV-1 protein that degrades it), YFP fluorescence, overnight; AID 602310, 2012; DNA dC->dU-editing enzyme APOBEC-3G (Homo sapiens), Q9HC16; Potency, µM (top dose mostly 46.1 µM), for the others: at the top dose activity, negative = active, actives largely listed as inhibitors; 410,000 compounds, 0.076% hits;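 note: potency is the fitted concentration of half-maximal effect; % is set by controls: 0 for no effect and ±100 for the full control effect; nearly all actives have a fitted effect of over 60% in size; hits raise eYFP signal because A3G escapes Vif-driven loss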
Target sequence (Q9HC16 whole entry, looked up): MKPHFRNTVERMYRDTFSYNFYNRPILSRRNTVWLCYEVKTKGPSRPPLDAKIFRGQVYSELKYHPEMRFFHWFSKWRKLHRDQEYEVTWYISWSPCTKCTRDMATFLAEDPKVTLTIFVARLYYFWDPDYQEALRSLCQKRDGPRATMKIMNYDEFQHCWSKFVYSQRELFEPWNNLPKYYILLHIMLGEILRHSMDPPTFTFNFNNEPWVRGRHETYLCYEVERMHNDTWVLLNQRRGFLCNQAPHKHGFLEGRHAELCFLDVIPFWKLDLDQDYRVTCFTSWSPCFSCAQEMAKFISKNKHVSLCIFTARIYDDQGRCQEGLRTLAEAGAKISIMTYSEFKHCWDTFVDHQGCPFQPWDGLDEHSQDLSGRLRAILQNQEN
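HeLa cells stably expressing Vif and C-terminally eYFP-tagged A3G, seeded overnight at 37 deg C, then exposed to compound by pintool overnight at 37 deg C. Rise in yellow fluorescence (Ex 488/Em 500-530, Acumen) marks blocked Vif-driven A3G degradation.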
12-LOX inh – Primary qHTS assay for inhibitors of human arachidonate 12S-lipoxygenase (ALOX12): Round 2; AID 1671190, 2021; 580,000 compounds, 1.1% hits; purified 12hLO, xylenol orange hydroperoxide absorbance; Potency, µM (doses to about 108 µM), inactives show at the highest dose activity change, negative = inhibition, hits mostly inhibitors; note: potency is the fitted concentration of half-maximal effect; % is set by controls: 0 for no effect and ±100 for the full control effect
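Hydroperoxide product was detected by ferrous iron/xylenol orange as the 573 to 405 nm absorbance ratio. Arachidonic acid at 40 uM (final) was turned over for 30 min at room temperature by 150 nM human 12hLO, pH 7.0 Hepes buffer, after 15 min compound preincubation.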
Vif-APOBEC3F blk – qHTS for Inhibitors of Vif-A3F Interactions: qHTS; HeLa A3F-eYFP + Vif (tagged APOBEC3F with the HIV-1 protein that degrades it), YFP fluorescence increase; Potency, µM (titrated, usually from 46.1 µM), for the others: at the highest dose activity, negative = active; 390,000 compounds, 0.2% hits; note: potency is the fitted concentration of half-maximal effect; % of control where 0% means no effect; nearly all actives have a fitted effect of over 65% in size
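HeLa cells stably expressing A3F-eYFP plus Vif, plated and incubated overnight at 37 deg C, then exposed to compounds overnight at 37 deg C. Blocked degradation read as raised yellow fluorescence (Ex 488/Em 500-530).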
RGS4 inh – Inhibitors of Regulator of G Protein Signaling (RGS) 4: qHTS; Transcreener GDP fluorescence polarization, RGS4-accelerated GTP hydrolysis; Potency, µM (doses to about 114 µM), inactives show top-dose activity change, negative = inhibition, actives largely listed as inhibitors; 390,000 compounds, 0.039% hits; Regulator of G-protein signaling 4 (Homo sapiens), P49798; note: potency is the fitted concentration of half-maximal effect; % is set by controls: 0 for no effect and ±100 for the full control effect; nearly all actives have a fitted effect of over 75% in size; some results filed as inactive show a strong effect at the top dose
Target sequence (P49798 whole entry, looked up): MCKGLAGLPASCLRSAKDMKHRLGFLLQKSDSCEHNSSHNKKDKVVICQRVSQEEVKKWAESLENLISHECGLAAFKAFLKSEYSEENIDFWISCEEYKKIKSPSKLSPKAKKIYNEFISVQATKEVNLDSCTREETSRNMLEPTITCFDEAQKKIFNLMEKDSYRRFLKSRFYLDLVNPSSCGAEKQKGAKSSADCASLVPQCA
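MLSMR compounds (23 nl, pin-transferred) preincubated 10 min at room temperature with a 500nM (2x) first reagent, then RGS4 at 900nM (2x) plus Transcreener GDP mix added; fluorescence polarization (620/688 nm) read before and after 90 min at 30 °C.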
GRP78 ERSR act – qHTS for Inducers of the Endoplasmic Reticulum Stress Response (ERSR) in Human Glioma: qHTS. U87-MG GRP78 promoter luciferase reporter, 16 h. Potency, µM, without a hit: at the highest dose activation, actives largely listed as activators. 420,000 compounds, 0.02% hits; note: potency is the fitted concentration of half-maximal effect; series mostly up to about 76 µM; % of control where 0% means no effect; nearly all actives have a fitted effect of over 35% in size
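Stably transfected U87-MG human glioma cells carrying a GRP78-based luminescent sensor were seeded at 1000 cells/well, pin-dosed with compounds and incubated 16 h. Luciferase reagent was then added, and end-point luminescence was read after 10 min at room temperature.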
LDHA inh – qHTS assay for inhibitors of human lactate dehydrogenase | activity change, % (values are at about 110 or 230 µM) | L-lactate dehydrogenase A chain (Homo sapiens), P00338 | purified LDHA, NADH/diaphorase-resazurin fluorescence; stronger effect = lower value | 480,000 compounds, 0.15% hits; in the data active = activity change below about -30%; inconclusive = mostly about -25% to -30%;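 note: plate controls were DMSO wells for no effect and wells without enzyme for full effect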
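Resorufin fluorescence (ex540/em590), read at 0 and 20 min after diaphorase/resazurin addition, reports the NADH left after a 5 min room-temperature reaction of 2 nM human LDH5 with 0.06 mM NADH and 0.2 mM pyruvate.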
D2 ag – HTS Assay for Allosteric Agonists of the Human D2 Dopamine Receptor: Primary Screen for Agonists. AID 485358, 2010. HEK293 T-REx D2 cells, calcium flux agonist mode. activation, % at 2 µM. 340,000 compounds, 0.53% hits. D(2) dopamine receptor (Homo sapiens), P14416;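 active = activation over 3 SD above normal in the single-dose calcium agonist read, cut at about 30% in these data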; note: 0% is about no effect
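In this primary screen, compounds producing a positive calcium signal within 180 s of addition to tetracycline-induced, force-coupled HEK293 Trex D2 cells are flagged; cells are dye-loaded with a no-wash calcium kit beforehand.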
D2 antagonist – HTS Assay for Allosteric Antagonists of the Human D2 Dopamine Receptor: Primary Screen for Antagonists; D(2) dopamine receptor (Homo sapiens), P14416; HEK293 TREx D2 cells, calcium flux, dopamine EC80; inhibition, % at 10 µM; 340,000 compounds, 2% hits; in the data active = inhibition above about 30%; note: 0% is about no effect
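Compounds are added to dye-loaded, induced HEK293 T-REx cells coupled to calcium release via D2; after a 3 min kinetic read an EC80 dopamine stimulus is given and fluorescence is recorded for 3 more min.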
* = called active by the depositor; ? = inconclusive; / = not tested or not shown; & = joins results of further samples; [ ] = another dose, or the depositor's remark. Unless noted, calls come from the whole dose curve; as a rule, active = well fitted curve in the direction sought with a large enough effect; inconclusive = small, poorly fitted or top-dose-only effect, or another doubt; inactive = no such curve, though single readings can be large; an effect the other way counts as inactive or inconclusive. An excerpt; count on the stated rates, not on these rows.

Short keys – A = ERG Ets-DNA blk; B = Vif-A3G inh; C = 12-LOX inh; D = Vif-APOBEC3F blk; E = RGS4 inh; F = GRP78 ERSR act; G = LDHA inh; H = D2 ag; I = D2 antagonist
[1] Cn1ncc2c(Nc3cccc([N+](=O)[O-])c3)ncnc21
  A: -10%	B: -3%	C: 2%	D: 12%	E: 12%	F: 0%	G: -15	H: 0.5	I: -11
[2] Cc1nn2c(C(F)(F)F)cc(-c3ccc(Cl)cc3)nc2c1C(=O)N1CCOCC1
  A: 5%	B: -7%	C: 0%	D: -15%	E: -8%	F: 3%	G: -5	H: 0.6	I: -8
[3] CCOc1ccccc1NC(=O)C(OC(=O)c1cc(C)oc1C)c1ccccc1 (configuration not stated)
  A: -1%	B: -7%	C: 3%	D: 0%	E: 2%	F: -4%	G: 2	H: 1.2	I: 2
[4] CCCc1nc2ccccc2c(=O)n1-c1c(C)n(C)n(-c2ccccc2)c1=O
  A: -7%	B: -1%	C: 210%[activator]	D: /	E: 10%	F: -5%	G: -1	H: 0.1	I: 12
[5] COc1ccc(-c2[nH]ncc2CN2C[C@@H]3CCC[C@H]2C3)c(F)c1
  A: 5%	B: 6%	C: -11%	D: 8%	E: 32%	F: 3%	G: -9	H: 0.3	I: -16
[6] CC(C)=CCN1CCN(CCCn2cccn2)CC1CCO (configuration not stated)
  A: -3%	B: -9%	C: -2%	D: 13%	E: 12%	F: -4%	G: -3	H: -0.5	I: -15
[7] NC(=O)COc1ccc(S(=O)(=O)N2CCCC2)cc1
  A: /	B: 0%	C: 1%	D: 1%	E: /	F: -2%	G: 0	H: /	I: /
[8] COc1ccc(NC(=O)c2cc3c(-c4ccccc4F)nn(C)c3s2)c(OC)c1
  A: 2%	B: 1%	C: 2%	D: -2%	E: -7%	F: -3%	G: -7	H: 0.5	I: /
[9] CC(C)N1CCN(Cc2cnc(N3CCCC3)s2)CC1CCO (configuration not stated)
  A: -3%	B: -2%	C: -6%	D: -22%	E: 4%	F: 2%	G: -14	H: 1.8	I: 2
[10] COC(=O)c1cc(NC(=O)CC2SCCNC2=O)cc(C(=O)OC)c1 (configuration not stated)
  A: -7%	B: 0%	C: 69%[activator]	D: 1%	E: 36%	F: -2%	G: -4	H: 0.5	I: 35*
[11] CC(C)c1nc(NCCO)c(C#N)c2c1CCCC2
  A: 0%	B: 4%	C: -3%&136%	D: 1%	E: 10%	F: 1%	G: -7&-6	H: -0.1	I: -5
[12] CCOc1ccc(S(=O)(=O)N2CCN(C(=O)Cc3ccc(S(=O)(=O)N4CCOCC4)s3)CC2)cc1
  A: -3%	B: -4%	C: -1%	D: 4%	E: -1%	F: -2%	G: -4	H: 0.0	I: -16
[13] CCCCOc1ccc(C(=O)N2CCC(c3nc4ccccc4o3)CC2)cc1
  A: -1%	B: 4%	C: -18%&-16%	D: -3%	E: -13%	F: -2%	G: 5&3	H: -1.4	I: /
[14] CCCCCC(=O)NNC(=O)c1ccc(F)cc1
  A: -1%	B: 0%	C: 13%	D: 4%	E: 11%	F: -2%	G: -3	H: 0.7	I: -12
[15] COc1cccc2c1O/C(=N\O)C(C(=O)Nc1cccc(Br)c1)C2 (configuration not stated)
  A: 3%	B: 0%	C: -24%	D: -5%	E: 12%	F: ?	G: 0	H: 1.7	I: 8

Continued:
Short keys – A = ERG Ets-DNA blk; B = Vif-A3G inh; C = 12-LOX inh; D = Vif-APOBEC3F blk; E = RGS4 inh; F = GRP78 ERSR act; G = LDHA inh; H = D2 ag; I = D2 antagonist
[16] CN(C)CCCOC(=O)COc1ccc(Br)cc1
  A: 5%	B: 2%	C: 141%[activator]	D: 2%	E: 17%	F: -3%	G: -17	H: 0.5	I: -13
[17] O=C(COc1ccccc1)Nc1ccc(S(=O)(=O)N2CCOCC2)cc1
  A: -4%	B: -7%	C: -6%	D: -10%	E: 22%	F: 3%	G: -6	H: 0.1	I: -13
[18] CCCCCCCCSc1n[nH]c(N)n1
  A: 2%	B: 3%	C: -3%	D: -29%	E: 22%	F: 2%	G: 2	H: -0.9	I: -2
[19] CCOC(=O)/C(=C/c1c2ccccc2cc2ccccc12)NC(=O)c1ccccc1
  A: 1%	B: 2%	C: ?	D: -5%	E: -5%	F: -5%	G: -5	H: /	I: /
[20] COC(=O)c1ccc(COc2ccc(C3C4=C(CCCC4=O)Nc4onc(C)c43)cc2)cc1 (configuration not stated)
  A: 0%	B: -16%	C: -1%	D: -2%	E: 12%	F: 9%	G: -3	H: /	I: /
[21] CC1(C)NC(=O)N(CC(O)COc2cccc(F)c2)C1=O (configuration not stated)
  A: -3%	B: -1%	C: -3%	D: 1%	E: -3%	F: 3%	G: -1	H: 0.3	I: -1
[22] C/C(=N/OCO/N=C(\C)c1ccc(F)cc1F)c1ccc(F)cc1F
  A: -2%	B: 3%	C: -8%	D: -1%	E: 29%	F: -1%	G: -1	H: -0.1	I: -7
[23] Cn1c(=O)c2c(nc(CN3CCOCC3)n2CC(O)CO)n(C)c1=O (configuration not stated)
  A: 2%	B: 1%	C: ?	D: 2%	E: 23%	F: -3%	G: -1	H: /	I: /
[24] Cc1ccc(NC(=O)c2cnn(C)c2)cc1[N+](=O)[O-]
  A: 10%	B: -9%	C: 1%	D: -4%	E: -13%	F: 1%	G: -2	H: 1.6	I: -4
[25] CCN(CC)c1cc(C)c2cc(NC(=O)c3cc(OC)cc(OC)c3)ccc2n1
  A: 3%	B: -4%	C: -16%	D: 1%	E: -4%	F: -2%	G: 2	H: -0.3	I: /
[26] COc1ccc(OS(=O)(=O)c2c(C)noc2C)cc1
  A: 1%	B: -2%	C: 17%	D: -3%	E: -12%	F: 3%	G: -2	H: 0.5	I: -10
[27] O=[N+]([O-])c1ccccc1S(=O)(=O)NCc1ccco1
  A: 4%	B: 2%	C: -20%	D: 12%	E: -5%	F: -5%	G: -4	H: /	I: /
[28] CCCCC(CC)C(=O)NCC(C)NC(=O)C(CC)CCCC (configuration not stated)
  A: 2%	B: 0%	C: 20%	D: -1%	E: -12%	F: -4%	G: -11	H: -1.6	I: -3
[29] COc1cc(Cl)c(C)cc1Nc1c2c(nc3ccccc13)CCC2
  A: -5%	B: -5%	C: -18%	D: 0%	E: -7%	F: -6%	G: 3	H: -0.8	I: /
[30] CC12CC(NC(=O)N1c1ccc(C(=O)N3CCN(c4ccc(F)cc4)CC3)cc1)c1ccccc1O2 (configuration not stated)
  A: -10%	B: 4%	C: -11%	D: 8%	E: -20%[11.4 µM]	F: -9%	G: 0	H: -0.3	I: -4

Remaining list, next part:
| no. | smiles | ERG Ets-DNA blk | Vif-A3G inh | 12-LOX inh | Vif-APOBEC3F blk | RGS4 inh | GRP78 ERSR act | LDHA inh | D2 ag | D2 antagonist |
| --- | --- | --- | --- | --- | --- | --- | --- | --- | --- | --- |
| 31 | O=C(CSc1ccc(-c2cccnc2)nn1)N1CCCCC1 | 3% | 0% | 0% | -4% | 25% | 0% | -5 | 1.5 | -12 |
| 32 | CCOc1ccccc1NC(=O)N1C2CCCC1CC(NC(=O)C1CC1)C2 (configuration not stated) | -9% | 0% | -21% | -10% | -19% | -1% | -6 | -1.4 | -6 |
| 33 | Cn1c(=O)c2c(nc(NCCCO)n2C/C=C/c2ccccc2)n(C)c1=O | 5% | -7% | -10% | -2% | 34% | 5% | -2 | -0.7 | -25 |
| 34 | Cc1ccc2c(c1)-c1cc(C)nn1C(c1cc(Br)ccc1O)N2 (configuration not stated) | -3% | -3% | -7% | -2% | 7% | 6% | -9 | -0.6 | / |
| 35 | CC(C)CN(C(=O)C(c1ccccc1)c1ccccc1)c1c(N)n(CC(C)C)c(=O)[nH]c1=O | -2% | 1% | 0% | -2% | 2% | -6% | -2 | 1.2 | -3 |
| 36 | O=C(CCC1CC(=O)Nc2ccccc21)NCc1ccccc1 (configuration not stated) | 1% | -2% | 1% | 5% | -3% | -1% | 1 | -0.6 | -12 |
| 37 | COc1ccc(CNC(=O)C(=O)NCC(c2cccs2)S(=O)(=O)c2ccc(C)cc2)cc1 (configuration not stated) | -1% | -1% | 0% | -8% | -35% | -1% | -1 | -0.6 | / |
| 38 | CCN(CC)CCn1c2c(c(SCC(=O)Nc3ccc(C)c(F)c3)nc1=O)CCCC2 | -18% | 1% | -13% | -19% | -5% | -4% | -3 | -0.7 | -12 |
| 39 | COCc1ccc(CN2CCC(Oc3ccc(C(=O)NCc4ccccn4)cc3)CC2)o1 | 14% | 0% | 1% | 4% | 1% | -2% | -6 | -0.8 | 3 |
| 40 | O=C(Cn1c(C(=O)NCC2CCCO2)cc2sccc21)c1ccccc1 (configuration not stated) | -3% | 0% | 12% | 0% | -34% | -4% | -6 | / | / |
